M. tuberculosis GlmU = inhibition of mycobacterial GlmU enzyme – biochemical, glucosamine-1-phosphate acetyltransferase (AID 1376). M. tuberculosis GlmU acetyltransferase enzyme assay; higher % means a stronger effect. 0.25% of 220,000 active. Bifunctional protein GlmU (Mycobacterium tuberculosis (strain ATCC 25618 / H37Rv)). inhibition, %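 (tested at 30 µM in the primary screen)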, or IC50 in µM where a hit was titrated; in the data active means inhibition above about 13%;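 further: 0% = complete reaction with vehicle and 100% = reaction without substrate; strong numbers were not always called active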
Mtb RmlCD inh = M. tuberculosis RmlC/RmlD coupled enzyme inhibitors, primary screen, biochemical, compound mixtures, 384-well, from 1536-well plates; dTDP-4-dehydrorhamnose reductase (Mycobacterium tuberculosis (strain ATCC 25618 / H37Rv)) …; RmlC+RmlD coupled enzyme assay, percent inhibition; primary screen in compound mixtures; inhibition, % at 3.6 µM; 0.03% of 160,000 active; AID 1533, 2009; in the data active means inhibition mostly above about 34%, no sharp cut-off; further: some results filed as inactive read as strong as hits
Target sequence (P9WH09 whole entry, looked up): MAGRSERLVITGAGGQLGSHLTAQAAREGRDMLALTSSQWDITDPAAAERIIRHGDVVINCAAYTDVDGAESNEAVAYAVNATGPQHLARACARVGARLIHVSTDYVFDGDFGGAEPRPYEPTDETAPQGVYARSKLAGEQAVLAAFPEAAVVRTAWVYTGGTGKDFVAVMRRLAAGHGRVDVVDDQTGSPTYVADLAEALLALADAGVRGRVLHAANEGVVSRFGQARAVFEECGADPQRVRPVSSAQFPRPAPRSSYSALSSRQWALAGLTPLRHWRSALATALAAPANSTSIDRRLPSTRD
Target sequence (P9WH11 whole entry, looked up): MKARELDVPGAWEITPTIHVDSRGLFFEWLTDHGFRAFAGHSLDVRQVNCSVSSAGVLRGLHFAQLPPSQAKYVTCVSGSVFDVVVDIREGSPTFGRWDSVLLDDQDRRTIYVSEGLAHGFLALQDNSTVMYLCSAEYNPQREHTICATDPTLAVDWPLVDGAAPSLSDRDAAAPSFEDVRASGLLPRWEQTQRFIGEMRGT
* hit, by the source's call; nt = not tested or not shown; & = joins results of further samples. A portion of the library. The share of hits here may be higher or lower than overall.

Sample of the layout, 4 compounds:
Every second line gives: M. tuberculosis GlmU, Mtb RmlCD inh
> CCNC(=O)CN(Cc1ccccc1)S(=O)(=O)c1ccccc1
  0.8%, 1
> CCn1nc(C(=O)OCC(=O)NCCN2C(=O)CSC2=O)c2ccccc2c1=O
  2.8%, 7
> O=C(NC(=O)N1CCN(c2ccc([N+](=O)[O-])cn2)CC1)c1c(Cl)cccc1Cl
  -5.7%, 13
> O=C(COc1cccc(Cl)c1)Nc1nc(-c2ccc(S(=O)(=O)N3CCOCC3)cc2)cs1
  -5.8%, nt

Main list (from the top)
Every second line gives: M. tuberculosis GlmU, Mtb RmlCD inh
> CCNC(=O)CN(Cc1ccccc1)S(=O)(=O)c1ccccc1
  0.8%, 1
> CCn1nc(C(=O)OCC(=O)NCCN2C(=O)CSC2=O)c2ccccc2c1=O
  2.8%, 7
> O=C(NC(=O)N1CCN(c2ccc([N+](=O)[O-])cn2)CC1)c1c(Cl)cccc1Cl
  -5.7%, 13
> O=C(COc1cccc(Cl)c1)Nc1nc(-c2ccc(S(=O)(=O)N3CCOCC3)cc2)cs1
  -5.8%, nt
> O=C(Oc1ccc2ccccc2c1Cl)N1CCCC1
  0.1%, 7
> COc1ccc(Cn2c(C3CC3)nc3ccc(NC(=O)c4ccco4)cc3c2=O)cc1
  4.4%, 1
> Cc1ccc(C(=O)Nc2cccc(C(F)(F)F)c2)cc1NC(=O)c1cnnc2ccccc12
  4.7%, nt
> COc1cccc(-c2cn3nc4c(nc3n2)CCCC4)c1
  -0.9%, 6
> Fc1ccc(-c2nc3ccccc3[nH]2)cc1
  4.9%, 10
> COc1ccc(-c2noc(CCCC(=O)NCc3ccco3)n2)cc1OC
  -0.9%, 9
> COc1ccc(C(=O)c2ccc(N3CCOCC3)c([N+](=O)[O-])c2)cc1
  -5.2%, 23
> O=C1CCCN1CCCNc1ncnc2c1cnn2-c1ccc(Cl)cc1
  3.1%, nt
> O=C(Nc1ccc(N2CCOCC2)cc1N1CCOCC1)c1ccc([N+](=O)[O-])cc1
  nt, 8
> O=C(Nc1nnc(CCN2CCCCC2)s1)c1cccc(Cl)c1
  -1.6%, nt
> CCN(CC)c1ccc(/C=N/N=C(c2ccccc2)c2ccccc2)c(O)c1
  6.7%, 4
> CCCC(c1nnnn1Cc1ccco1)N1CCN(c2ccccc2)CC1 (stereo unspecified)
  3.8%, -2
> CCOc1ccc(NC2=NCC(=O)N2CCc2ccccc2)cc1
  -2.5%, nt
> Cc1nn(-c2ccccc2)cc1C(c1c(N)[nH]c(=S)[nH]c1=O)c1c(N)[nH]c(=S)[nH]c1=O
  8.8%, -9
> Cc1c(C(=O)OCC(=O)N(CCC#N)c2ccccc2)oc2c1ccc1ccccc12
  -1.7%, 6
> Cc1ccc(S(=O)(=O)c2c(N)n(NC(=O)C3CC3)c3nc4ccccc4nc23)cc1
  -0.3%, 0
> Cc1ccc(CNC(=O)C(C)OC(=O)c2ccco2)cc1 (stereo unspecified)
  4.1%, nt
> COc1ccc(C2=NO[C@@H]3[C@@H]4C[C@@H]([C@H]5C(=O)N(C)C(=O)[C@@H]45)[C@H]23)cc1
  -6.8%, 0
> COc1cc2[nH]c(=O)c(C(=O)NCCCN3CCOCC3)c(O)c2cc1OC
  -8.9%, 2
> COc1ccc(-c2nc(-c3cccs3)no2)cc1
  5.6%, 8
> O=C(COc1ccccc1)Nc1ccc(Cl)cc1C(=O)c1ccccc1
  1.3%, nt
> CC(=O)Nc1ccc(S(=O)(=O)NC2(C(F)(F)F)NC(=O)N(c3ccccc3F)C2=O)cc1 (stereo unspecified)
  4.4%, -11
> CCOc1ccc(S(=O)(=O)NCCOC)cc1C
  -5.7%, 4
> CCCCCn1c(=O)[nH]c2cc(C(=O)NCCN(CC)CC)ccc2c1=O
  -1.3%, nt
> CCCCn1c(O)c(/C=C/C=C/C=Nc2ccccc2)sc1=S
  -3.1%, -6
> COc1ccc(C(=O)C(CCC(CNC(C)(C)C)C(=O)c2ccc(OC)cc2)CNC(C)(C)C)cc1 (stereo unspecified)
  -11%, -1
> O=C(NCc1cccs1)c1cc(-c2ccccc2)nn1CC1CC(c2cccc([N+](=O)[O-])c2)=NO1 (stereo unspecified)
  3.7%, nt
> O=C(O)CC(=O)NC12CC3CC(CC(C3)C1)C2
  -3.3%&1.5%, 15
> COC(=O)CC1C(=O)NCCN1C(=S)Nc1ccccc1 (stereo unspecified)
  3.9%, 0
> CCOC(=O)c1cccc(NC(=O)/C=C/c2cccc([N+](=O)[O-])c2)c1
  1.5%, -8
> Cc1ccc(NC(=O)CC(=O)c2ccc([N+](=O)[O-])cc2)cc1S(=O)(=O)Nc1cccc(Cl)c1
  6.1%, nt
> CNc1nc(NCCOC23CC4CC(CC(C4)C2)C3)nc(OCC(F)(F)F)n1
  -2.7%, nt
> Cc1ccc(/C=C/C(=O)Nc2cccnc2)o1
  -4.0%, nt
> COc1nc(N/N=C/c2ccc(C)cc2)nc(N2CCCCC2)n1
  0.8%, nt
> CCOc1ccc(-c2nnn(CC(=O)NCc3ccc(C)cc3)n2)cc1
  2.8%, -10
> CCn1c2ccccc2c2cc(NC(=O)c3cccc([N+](=O)[O-])c3C)ccc21
  -5.3%, -5
> COCCNc1cc(N)c([N+](=O)[O-])cc1[N+](=O)[O-]
  -6.3%, -11
> NC(=S)c1ncc(C(F)(F)F)cc1Cl
  -4.7%, -5
> COc1ccc(C(=S)N2CCCC2)cc1OC
  1.0%, -12
> Cn1c(CO)nc2cc(N)ccc21
  -0.5%, nt
> CC(C)c1ccc(NS(=O)(=O)c2ccc(N3C(=O)CCC3=O)cc2)cc1
  -1.0%, nt
> O=C(O)Cc1sc(-c2ccc(Cl)cc2)nc1-c1ccccc1
  -3.2%, nt
> O=C(CSc1ccccc1)Nc1ccc(C(=O)Nc2cccc(O)c2)cc1
  0.0%, nt
> CCN(CC)C(=O)C(=O)N/N=C/c1ccc(Cl)cc1Cl
  7.5%, 2
> CC(C)N=C1CC(C)(C)CC(=O)/C1=C(/O)CCCN1C(=O)c2ccccc2C1=O
  -1.3%, 3
> Cc1c(Cl)cccc1NC(=O)CSC(N)=O
  0.7%, 7
> COc1ccc(/C=C2\SC(=O)NC2=S)cc1OC
  1.1%, 3
> Cc1cc(Nc2nnnn2-c2ccccc2)n(-c2ccccc2)n1
  4.0%, nt
> COc1cc(=O)[nH]c(=O)n1C(=O)Cc1ccccc1
  -3.5%, -6
> C=C1CCN([C@@H](CC(C)C)C(=O)N2CCOCC2)S(=O)(=O)c2ccccc21
  6.4%, nt
> O=C(CN1C(=O)C2C3C=CC(C3)C2C1=O)OCC(=O)c1ccccc1 (stereo unspecified)
  0.2%, -6
> COc1ccc(/C=C/C(=O)NC(=S)N2CCSCC2)cc1
  -2.9%, -1
> O=C(c1ccc(S(=O)(=O)N2CCCC2)cc1)N1CCCCCC1
  3.7%, -5
> N#C/C(=C(/O)COC(=O)CSc1ccc2ccccc2c1)c1nc2ccccc2[nH]1
  0.4%, -10
> O=C(Nc1cccnc1)C1CCN(S(=O)(=O)c2cccc3nonc23)CC1
  -4.5%, nt
> Cc1ccc(CSCC(=O)Nc2c(C)n(C)n(-c3ccccc3)c2=O)cc1
  3.7%, -11

Shown in markdown: entries from further up.
| SMILES | M. tuberculosis GlmU | Mtb RmlCD inh |
| --- | --- | --- |
| CCCCCn1c(=O)[nH]c2cc(C(=O)NCCN(CC)CC)ccc2c1=O | -1.3% | nt |
| Cc1ccc(S(=O)(=O)c2c(N)n(NC(=O)C3CC3)c3nc4ccccc4nc23)cc1 | -0.3% | 0 |
| CCOc1ccc(NC2=NCC(=O)N2CCc2ccccc2)cc1 | -2.5% | nt |
| N#C/C(=C(/O)COC(=O)CSc1ccc2ccccc2c1)c1nc2ccccc2[nH]1 | 0.4% | -10 |
| O=C(Oc1ccc2ccccc2c1Cl)N1CCCC1 | 0.1% | 7 |
| CCCCn1c(O)c(/C=C/C=C/C=Nc2ccccc2)sc1=S | -3.1% | -6 |

Continued.
Every second line gives: M. tuberculosis GlmU, Mtb RmlCD inh
> c1cncc(CNc2ncnc3sc4c(c23)CCC4)c1
  0.2%, -9
> Nc1c(C(=O)NCCc2ccccc2)nnn1Cc1ccccc1
  5.9%, -8
> N/C(Cc1cccc2ccccc12)=N\OC(=O)Cc1cccs1
  3.5%, 8
> CC(=O)C(Sc1nccc(-c2cccs2)n1)C(C)=O
  8.1%, -5
> Cc1ccc(NC(=O)CSc2ccc(C(N)=O)cc2[N+](=O)[O-])cc1
  1.3%, -1
> Cc1ccc2c(c1)sc(C)[n+]2CCCS(=O)(=O)[O-]
  -4.1%, -11
> O=C(Nc1ccc2c(c1)OC1(CCCC1)O2)C1CC1
  2.0%, -5
> CSc1ccccc1NC(=O)c1cc(C2CC2)on1
  0.6%, 4
> COc1ccc2cc3cc(C(=O)NC(C)C)oc3nc2c1
  2.4%, -4
> Cc1ccc(CN2CCN(/N=C/c3cc(Br)ccc3O)CC2)cc1
  -2.5%, nt
> CC1(C(=O)NNC(=O)C2CCCCC2)CC1(Cl)Cl (stereo unspecified)
  1.0%, 12
> O=C(Nc1ccc(-c2cn3ccsc3n2)cc1)c1ccc(F)c(S(=O)(=O)N2CCOCC2)c1
  -1.2%&0.1%, nt
> Cc1ccc2[nH]c(=O)c(CN(Cc3cccnc3)C(=S)NCCCN(C)C)cc2c1
  -3.6%, 5
> COc1ccc(C(=O)NCCc2cc3c(OC)ccc(OC)c3[nH]c2=O)cc1OC
  2.8%, 12
> Cc1cc(C)n2nc3ccccc3c2n1
  -4.9%, -2
> C=C1N(CCCCCC(=O)O)C(=O)OC12CCCCC2
  8.5%, -1
> O=C1c2ccccc2C(=O)N1CCCCCc1nc(-c2ccccc2)no1
  5.5%, -5
> CCC1CCCCN1C(=O)c1sc2nc(C)nc(N(CC)CC)c2c1C (stereo unspecified)
  -9.1%, 9
> CCN1C/C(=C/c2ccc(OC)c(O)c2)C(=O)/C(=C/c2ccc(OC)c(O)c2)C1
  1.4%, 2
> O=C(NC1CCS(=O)(=O)C1)/C(=C/c1ccco1)NC(=O)c1ccccc1 (stereo unspecified)
  0.2%, -13
> CN1CCN(c2nc(N3CCN(c4ccccc4)CC3)ncc2F)CC1
  3.5%, nt
> Cc1ccc(N=c2c([N+](=O)[O-])nn(-c3ccccc3)n2O)c(C)c1
  4.0%, nt
> CCCOc1ccc(-c2nnc(-c3ccco3)o2)cc1
  2.0%, 10
> COC(=O)C1NC(=O)N2C(C(=O)OC)C(C)(C)S[C@H]12 (stereo partly specified)
  -4.8%, nt
> O=C(CSc1nnc(C2CC2)n1Cc1ccccc1)c1ccc(S(=O)(=O)N2CCOCC2)cc1
  0.0%, 15
> CC(C)CCn1c(=O)c(C(=O)N/N=C/c2cccc(F)c2)c(O)c2ccccc21
  -4.7%, -8
> COC(=O)C1=C(COc2ccccc2)NC(=O)NC1c1ccc(Br)cc1 (stereo unspecified)
  -0.9%, nt
> O=C(COc1ccccc1)N1CCN=C1SCc1ccc(F)cc1
  1.3%, -3
> COc1cc2c3c(c1OC)C1(C=CC(=O)C=C1)CC3N(C(=O)CCC(=O)O)CC2 (stereo unspecified)
  2.7%, 1
> Cn1c(=O)c2c(nc(N3CCc4ccccc4C3)n2Cc2ccccc2F)n(C)c1=O
  -1.0%, -4
> O=C(Cc1ccccc1)N/N=C/c1ccc(S(=O)(=O)O)o1
  0.4%, 9
> CC(C)(C)c1cc(C(=O)N2CCc3ccccc32)ccn1
  0.0%, nt
> CCCS(=O)(=O)N1CCc2cc(OC)c(OC)cc2C1
  1.9%, -6
> CN(C)CCCNc1oc(-c2ccccc2)nc1C#N
  -1.2%, 2
> O=C(NC1CCCC1)c1ccc2nc(-c3ccco3)c(-c3ccco3)nc2c1
  nt, 11
> CCc1ccc(C(=O)NC(=S)Nc2ccc3c(c2)OCCO3)cc1
  0.5%, 4
> CN(C)S(=O)(=O)c1ccc(NC(=O)COC(=O)c2ccccn2)cc1
  4.6%, nt
> C[C@@H](C(=O)Nc1nc2ccc(F)cc2s1)N1C(=O)C2CC=CCC2C1=O (stereo partly specified)
  1.1%, -5
> COc1ccccc1-n1ccnc1SCC(=O)NC1CCCC1
  3.1%, 14
> CSCCC(NC(=O)c1ccccc1)C(=O)OCC(=O)Nc1ccc(C)c(Cl)c1 (stereo unspecified)
  -0.6%, nt
> Cc1sc2ncn(CCn3cnc4sc(C)c(C)c4c3=O)c(=O)c2c1C
  -5.9%, -4
> COc1ccccc1NC(=S)NCCc1ccc(Cl)cc1
  0.3%, 10
> CC12CC(NC(=O)N1CCc1ccccc1)c1cc(Cl)ccc1O2 (stereo unspecified)
  -0.4%, -3
> CCN1CCN(CCCNC(=O)C2c3ccccc3C(=O)N(C)C2c2ccc(OC)cc2)CC1 (stereo unspecified)
  4.0%, nt
> Cn1c(N)c(C(=O)COC(=O)C2CCC(C(C)(C)C)CC2)c(=O)n(C)c1=O (stereo unspecified)
  3.6%, nt
> CC(C)(C)n1ncc2c(=O)n(Cc3ccc(Cl)cc3Cl)cnc21
  -0.8%, 7
> O=C(COC(=O)c1cccc(S(=O)(=O)N2CCc3ccccc3C2)c1)NCc1ccco1
  3.3%, nt
> NC(=O)[C@H]1CC2(CC(c3cccc(NC(=O)COc4ccc(Cl)cc4)c3)=NO2)CN1C(=O)[C@H]1CCC(=O)N1 (stereo partly specified)
  1.8%, nt

Screening data from PubChem.
